PKA-R1A act: PKA-R1A complex activation | P00514+P68181 | PKA-R1A dissociation, Cy5-IP20 fluorescence polarization; scaled: DMSO 0%, 113 µM cGMP 100% | 340,000 compounds, 0.083% hits | activation, % at 11.4 µM | AID 504707;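 active = percent activation above the mean of all tested compounds plus 3 SD, cut at about 19% in these data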;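 also: higher means more PKAc released from R1A so a rise in polarization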
AddAB inh: less growth of phage-infected E. coli with AddAB; 330,000 compounds, 0.29% hits; inhibition, % at 11.9 µM; AID 435030; E. coli expressing H. pylori AddAB, absorbance growth; in the data active = inhibition above about 12%;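 also: 0% = vehicle wells of infected cells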
E coli growth: counter-screen for AddAB inhibitors: E. coli growth inhibition; E. coli V3065 growth, OD600 absorbance, 18 h; 330,000 compounds, 0.27% hits; inhibition, % at 11.9 µM;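 active = inhibition above the campaign's mean inhibition across all tested compounds plus 3 SD, cut at about 9.9% in these data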;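 also: uninfected addAB+ strain grown without phage in ampicillin broth; 0% = DMSO wells and 100% = ciprofloxacin 0.95 µg/ml wells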
SUMO Mot1 rescue: inhibitors of SUMOylation pathway: yeast Mot1-301 growth rescue; S. cerevisiae Mot1-301 growth rescue, ATP luminescence, 38.5C; percent above DMSO median, 100 means doubled; 320,000 compounds, 1% hits; growth rescue, % at 18.8 µM;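 active = every valid replicate shows activation above 250% relative to neutral control wells; inactive = the rest, any valid replicate at or below 250%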;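 also: OY570 slx delta 5 strain wells were the positive control but not used for scaling; some compounds called inactive have numbers as strong as hits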
OPRM1-OPRD1 ag: OPRM1-OPRD1 heterodimerization agonism; cells, luminescence; 340,000 compounds, 0.3% hits; activation, % at 9.3 µM; AID 504326; in the data active = activation above about 18%;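 also: 0% = vehicle-treated cells and 100% = reference agonist; values of inactives mirror those of a sister screen read the other way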
OPRM1-OPRD1 inv: inverse agonists of human mu-delta opioid receptor heterodimerization. P35372+P41143. cell-based MOR-DOR heterodimer luminescence, inverse agonism. inhibition, % at 9.3 µM. 340,000 compounds, 0.21% hits. AID 504357; in the data active = inhibition above about 22%, passing the limit was not always enough;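 also: 0% = cells with DMSO and 100% = wells without cells with DMSO; values of inactives mirror those of a sister screen read the other way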
PfHsp90 set2: reduces growth (ATP signal) of yeast expressing P. falciparum Hsp90; 310,000 compounds, 0.32% hits; AID 504621; S. cerevisiae expressing PfHsp90, BacTiter-Glo ATP, 48 h; yeast lacking PDR1 and PDR3 efflux regulators; inhibition, % at 9.4 µM;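 active = every replicate shows inhibition above about 80%, whatever the replicate mean, limit read from the data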;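 also: 0% = DMSO neutral controls and 100% = 20 µM radicicol positive controls; yeast relying on Plasmodium falciparum Hsp90 in place of its own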
HTR5A inv ctr: inverse agonist of human HTR5A in OPRM1-OPRD1 counter-screen | HTR5A cell line, luminescence, inverse agonism | AID 504634 | 340,000 compounds, 0.083% hits | inhibition, % at 9.3 µM | P47898; in the data active = inhibition mostly above about 23%, no sharp cut-off; inactive = mostly below about 18%;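 also: 0% = cells with DMSO and 100% = no-cell wells with DMSO; some compounds called inactive have numbers as strong as hits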
Target sequence (P47898 whole entry, looked up): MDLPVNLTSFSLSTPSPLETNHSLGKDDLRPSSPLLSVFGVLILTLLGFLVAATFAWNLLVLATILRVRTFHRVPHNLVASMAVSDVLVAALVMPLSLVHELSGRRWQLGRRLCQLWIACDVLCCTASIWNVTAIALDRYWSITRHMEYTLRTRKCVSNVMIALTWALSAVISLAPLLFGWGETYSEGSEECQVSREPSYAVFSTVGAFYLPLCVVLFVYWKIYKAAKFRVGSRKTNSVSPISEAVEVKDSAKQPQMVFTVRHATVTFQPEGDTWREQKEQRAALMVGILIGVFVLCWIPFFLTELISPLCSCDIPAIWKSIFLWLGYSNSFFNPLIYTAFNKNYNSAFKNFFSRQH
PKA-R2B act: PKA-R2B complex activation; PKA-R2B holoenzyme dissociation, Cy5-IP20 fluorescence polarization; R2B truncated from residue 108, S112A mutant; 0% DMSO only, 100% 113 µM cGMP; activation, % at 11.4 µM; 340,000 compounds, 0.079% hits; AID 504700;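 active = activation above a cutoff set at the mean over all compounds plus 3 SD, cut at about 18% in these data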;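 also: higher means more holoenzyme dissociation and a rise in polarization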
Target sequence (P31323 whole entry, looked up, other chains not shown, the tested form may be a part): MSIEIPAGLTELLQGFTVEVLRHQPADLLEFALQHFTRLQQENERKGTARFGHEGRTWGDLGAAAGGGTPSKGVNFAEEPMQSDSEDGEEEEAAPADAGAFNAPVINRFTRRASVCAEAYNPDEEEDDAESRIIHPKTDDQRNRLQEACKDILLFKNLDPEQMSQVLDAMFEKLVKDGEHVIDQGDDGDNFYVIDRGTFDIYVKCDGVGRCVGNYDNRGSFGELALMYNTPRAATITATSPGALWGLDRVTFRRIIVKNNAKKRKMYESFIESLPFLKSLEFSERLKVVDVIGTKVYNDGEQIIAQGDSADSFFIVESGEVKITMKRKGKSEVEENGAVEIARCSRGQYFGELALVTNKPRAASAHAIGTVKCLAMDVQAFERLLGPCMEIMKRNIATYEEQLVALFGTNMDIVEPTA
phage Ecoli inh: E. coli growth loss with phage present. growth absorbance. inhibition, % at 11.9 µM. 360,000 compounds, 0.26% hits; in the data active = inhibition above about 11%
Tat transport: blocks Tat-dependent protein export in E. coli; E. coli MC4100 TorA-mCherry Tat export, fluorescence; 340,000 compounds, 0.036% hits; inhibition, % at 10 µM; AID 488895;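 active = mean replicate inhibition at least 50% and at least half of replicates individually reaching 50%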;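 also: exported cargo escapes ClpAP degradation while cytoplasmic cargo is degraded and loses fluorescence; 0% = median of neutral control wells and 100% = median of NaSCN control wells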
Active calls of the source: *; · = no result given.

Compound	PKA-R1A act	AddAB inh	E coli growth	SUMO Mot1 rescue	OPRM1-OPRD1 ag	OPRM1-OPRD1 inv	PfHsp90 set2	HTR5A inv ctr	PKA-R2B act	phage Ecoli inh	Tat transport
CCC(=O)N1CCN(c2ccc(NC(=O)COc3ccccc3[N+](=O)[O-])cc2)CC1	-2	-0.3	0.6	19	-2.0	11	-1	2	-16	2.3	9
CCOc1ccc(N(CC(=O)Nc2ccc(C)c(C)c2)S(=O)(=O)c2c(C)[nH]c(=O)[nH]c2=O)cc1	-10	-0.2	0.1	5	-0.2	1	-27	-1	4	2.7	0
CCCC(=O)NCCc1nc2ccccc2n1CC(=O)c1ccccc1	-4	3.5	-2.0	-17	0.1	-1	-11	5	-4	0.0	0
Cc1ccc2n(n1)c(=O)c(Cc1ccccc1)c([O-])[n+]2-c1ccccc1	1	1.4	0.5	-3	-3.1	15	13	0	7	2.5	3
OCC1(Cc2ccccc2)CCN(C2CCN(c3ccc(F)c(F)c3)CC2)CC1	-2	1.0	-1.7	194	0.7	-4	10	7	-14	4.3	-7
Cc1cccc(C)c1OCCN1CCCC1	-6	2.3	-1.6	1	-1.1	5	12	0	11	2.0	-8
COc1ccc(/C=C/CN2CCC(CO)(Cc3ccccc3Cl)CC2)cc1	-13	2.5	2.6	-12	5.5	-29	-1	-19	-5	9.4	-10
O=C(COC(=O)CCNS(=O)(=O)c1ccccc1)Nc1ccc(OC(F)F)cc1	2	2.6	-0.3	6	-2.0	8	4	-11	6	3.0	2
NNC(=O)c1[nH]c2ccc(Cl)cc2c1-c1ccccc1	-4	-3.5	-3.1	-18	0.6	-3	16	-1	0	2.9	4
CCCCc1ccc(S(=O)(=O)Nc2cc(C)on2)cc1	-11	2.1	-0.4	37	-3.1	17	-25	-26	4	-0.6	1
CC(C)Cc1nc2sc3c(SCC(N)=O)ncnc3c2c2c1CCC2	16	1.8	1.6	-6	-0.9	5	-31	0	-4	-0.5	1
CNC(=O)c1sc(-c2ccc(Cl)cc2)nc1C	-9	1.4	2.3	45	-0.4	2	10	-7	7	4.0	3
O=C(c1ccc2c(c1)OCCCO2)N1CCCCC1	15	4.5	1.1	152	-3.5	18	-7	-4	8	-3.0	4
O=C(Nc1cccc(S(=O)(=O)N2CCCCCC2)c1)C1CCN(C(=O)c2ccc(Cl)cc2)CC1	-10	1.7	0.0	327	0.5	-4	-12	22	3	1.8	-1
O=C(O)CCC(=O)Nc1ccc(SSc2ccc(NC(=O)CCC(=O)O)cc2)cc1	3	2.0	-0.2	5	-0.7	3	-12	-8	5	0.9	-5
CC(=O)N(CC(C)C(=O)O)c1c(I)cc(I)c(N)c1I (centres undefined)	-9	0.6	0.2	29	0.5	-3	0	-27	9	5.3	-7
CC(=O)N1CCOc2ccc(S(=O)(=O)N3CCC(C(=O)NCc4ccc(C)cc4)CC3)cc21	2	-0.1	0.4	0	-1.8	10	12	12	8	0.9	-2
O=C(CCn1c(=O)c2ccccc2n(CC(=O)NC2CCCC2)c1=O)NCCc1ccc(Cl)cc1	-6	-1.3	0.1	339	-1.5	9	-31	-2	0	1.2	1
O=C(c1ccc(C(=O)N2CCCc3ccccc32)s1)N1CCCc2ccccc21	-7	-1.2	-1.6	-39	1.4	-7	·	4	-3	3.6	20
CN(Cc1ccccc1)C(=O)c1[nH]cnc1C(=O)NCCCCCNC(=O)OC(C)(C)C	-8	-0.6	-1.1	-2	2.5	-14	2	5	-15	-0.2	1
COc1ccc(CN(C(=O)c2cc(=O)c3cc(C)cc(C)c3o2)C2CCS(=O)(=O)C2)cc1 (centres undefined)	7	-0.5	2.2	8	0.3	-2	-2	1	-12	3.9	-10
C/C(=N\NC(=O)Cc1ccccc1)c1cccnc1	3	0.7	2.1	-13	-1.7	9	-2	-27	2	0.9	4
O=C1c2[nH]nc(-c3ccccc3O)c2C(c2ccc(F)cc2)N1CC1CCCO1 (centres undefined)	-18	0.2	-0.8	-24	-4.5	20	-54	11	-4	0.0	-4
NC(=O)c1ccccc1NC(=O)/C=C/C(=O)O	-15	1.5	-2.0	-10	-1.9	10	·	8	2	1.1	-13
C=CCNC(=S)N1CCN(c2cccc(C(F)(F)F)c2)CC1	-17	0.7	-0.9	-7	2.3	-13	-27	10	6	4.2	-11
COc1ccccc1-c1csc(Cc2nnc3n2CCCCC3)n1	-4	4.0	2.9	-12	-1.2	5	-5	-17	-5	4.0	-4
O=C(Cc1ccc(S(=O)(=O)N2CCCCC2)s1)Nc1cccc2ccccc12	-8	-3.2	-5.3	0	1.0	-6	-38	11	-3	-1.7	11
O=C(Nc1c(Cl)cccc1Cl)c1cc(=O)n(Cc2ccccc2)c(=O)[nH]1	3	2.8	1.6	-6	-0.5	3	·	25	0	2.7	6
COCCNC(=O)C(c1ccc(F)cc1)N(Cc1ccccc1)C(=O)CCC(=O)Nc1ccccn1 (centres undefined)	11	-1.0	-1.4	4	2.8	-22	16	-5	0	0.1	-1
Cc1cccc2c(=O)c(C(=O)NCc3cccs3)c[nH]c12	-2	3.5	2.5	13	-2.0	12	23	14	-3	1.7	-4
O=C1NC(=O)C2(CCCCCC2)N1	-15	·	·	·	-3.4	17	5	6	0	2.2	-3
OCCCNCc1cccc2ccccc12	10	4.7	-0.3	-16	-3.5	15	-30	-18	-4	-1.4	-4
COC(=O)c1cc(S(=O)(=O)NC2CCCCC2)cn1C	2	2.4	0.5	83	0.4	-2	-17	23	2	-0.9	3
O=C(O)c1cc(Sc2ccc(Br)cc2)nc2ccccc12	7	·	·	·	-0.7	4	-16	3	-1	5.4	-1
C[C@H](CO)N1C[C@H](C)[C@@H](CN(C)C)Oc2c(NC(=O)CCCCCC(=O)Nc3ccccc3N)cccc2C1=O	0	0.6	-0.8	26	0.7	-4	-18	16	-8	0.3	0
Cc1ccc(C(=O)c2c3ccccc3[n+]([O-])n2[C@@H](C)C(N)=O)cc1	-7	-1.0	0.7	-4	-0.3	2	-15	-17	-11	0.0	3
C=CCn1c2ccccc2c2nnc(SCC(N)=O)nc21	6	3.4	-0.1	3	-1.8	8	0	-2	8	0.7	-3
C(=N\n1cnnc1)/c1ccc2c(c1)OCCO2	-6	1.7	4.1	34	-1.8	9	·	0	-9	4.4	3
Cc1ccc(-c2nc3ccc(Cl)cc3c(=O)n2O)cc1	-7	3.9	6.5	290	0.4	-2	15	-3	-5	11*	-6
CN(Cc1ccncc1)C1CC(=O)N(c2ccc(Cl)cc2)C1=O (centres undefined)	-10	2.8	0.9	-5	-1.7	7	18	29	-5	2.8	-12

Grouped by structure: the entries above with fluorine (5)
Compound	PKA-R1A act	AddAB inh	E coli growth	SUMO Mot1 rescue	OPRM1-OPRD1 ag	OPRM1-OPRD1 inv	PfHsp90 set2	HTR5A inv ctr	PKA-R2B act	phage Ecoli inh	Tat transport
OCC1(Cc2ccccc2)CCN(C2CCN(c3ccc(F)c(F)c3)CC2)CC1	-2	1.0	-1.7	194	0.7	-4	10	7	-14	4.3	-7
O=C(COC(=O)CCNS(=O)(=O)c1ccccc1)Nc1ccc(OC(F)F)cc1	2	2.6	-0.3	6	-2.0	8	4	-11	6	3.0	2
O=C1c2[nH]nc(-c3ccccc3O)c2C(c2ccc(F)cc2)N1CC1CCCO1 (centres undefined)	-18	0.2	-0.8	-24	-4.5	20	-54	11	-4	0.0	-4
C=CCNC(=S)N1CCN(c2cccc(C(F)(F)F)c2)CC1	-17	0.7	-0.9	-7	2.3	-13	-27	10	6	4.2	-11
COCCNC(=O)C(c1ccc(F)cc1)N(Cc1ccccc1)C(=O)CCC(=O)Nc1ccccn1 (centres undefined)	11	-1.0	-1.4	4	2.8	-22	16	-5	0	0.1	-1

(cont.)
Compound	PKA-R1A act	AddAB inh	E coli growth	SUMO Mot1 rescue	OPRM1-OPRD1 ag	OPRM1-OPRD1 inv	PfHsp90 set2	HTR5A inv ctr	PKA-R2B act	phage Ecoli inh	Tat transport
COc1ccc(/C=C2\CCCCC2=O)cc1	2	-0.3	-0.4	2	-0.8	4	5	-6	6	2.5	3
OCCOCCNc1ncnc2nc[nH]c12	12	1.8	-0.5	-29	-0.9	5	-6	-9	-2	0.8	0
CS(=O)(=O)c1ccc(Cl)c(NC(=O)c2cccc(N3C(=O)CCC3=O)c2)c1	-6	0.3	-1.0	-6	-2.7	13	-17	-14	-8	3.3	16
CC(=O)c1cccc(NC(=O)CCS(=O)(=O)c2cccc3nonc23)c1	-1	3.3	-0.7	-9	-1.6	9	6	2	-1	3.1	-1
Cc1ccc(C(=O)NNC(=O)c2ccccc2)cc1S(=O)(=O)N1CCCCC1	-15	-0.7	-2.1	-8	-0.9	4	24	-5	-6	0.5	-3
O=C(O)c1cc(N=Cc2c(O)c3ccccc3oc2=O)ccc1O	2	·	·	-10	-3.1	14	-19	-5	1	-0.9	-10
Cc1ccccc1-c1ccc(C(=O)NCc2ccccc2)o1	-10	1.6	2.1	19	-0.7	4	-12	-15	-2	3.6	-4
CCc1[nH]nc(C(=O)N2CCCC(CO)(Cc3ccc(F)cc3F)C2)c1C (centres undefined)	-2	0.1	-0.3	4	1.2	-6	15	-5	-4	0.0	-4
Cc1cccc(NS(=O)(=O)c2ccc3c(c2)OCCO3)c1	-9	1.8	-0.2	-4	-0.6	4	5	-5	-4	-0.2	2
Cc1cccc(-c2nc(CS(=O)CC(=O)NCC3CCCO3)c(C)o2)c1 (centres undefined)	1	-0.5	2.1	11	-0.8	4	10	17	6	2.7	5
COc1ccccc1N(C)S(=O)(=O)c1ccc(C(=O)Nc2ccc(C)cc2C)cc1	-7	·	·	·	-0.3	2	14	-13	0	1.8	1
S=C1NCCC12C(=S)Nc1ccccc12 (centres undefined)	-2	3.2	1.8	-1	-2.1	12	8	-7	9	0.5	1
O=C(c1cccc(S(=O)(=O)Nc2ccc(Br)cc2)c1)N1CCC1	2	0.9	-1.1	-5	-3.2	17	-2	-8	-9	-0.7	3
COc1ccc(CCNC(=O)CS(=O)(=O)c2cn(CC(=O)N3CCCC3)c3ccccc23)cc1OC	10	0.3	1.1	-11	0.2	-1	-31	-8	-1	2.7	1
CCn1c(C)c(C(C)=O)c(N2CCN(C(c3ccccc3)c3ccccc3)CC2)nc1=S	-3	2.5	-0.4	-14	-0.8	6	2	-2	-6	1.6	10
COc1ccc(C(=S)N2CCN(S(=O)(=O)c3ccccc3)CC2)cc1	-3	-1.0	-1.3	-10	-2.3	11	-11	-11	1	0.7	-2
Cc1cccc(N2C(=O)c3cccc4c(N(C)CCO)ccc(c34)C2=O)c1	8	0.6	-1.1	-7	-0.7	4	-22	-4	-6	·	-8
O=c1oc2ccc(Cl)cc2cc1-c1nnc(Nc2cccc(C(F)(F)F)c2)s1	7	0.5	0.2	214	0.0	0	-10	3	-4	2.1	-3

Screening results as filed in PubChem.
